From PubChem BioAssay
eIF4E 4G PPI: eIF4E/eIF4G interaction inhibition in translation initiation; inhibition, % at 21.7 µM; P63073+Q04637; 220,000 compounds, 0.37% hits; TR-FRET eIF4E-eIF4GI(517-606) binding, 2 h; AID 782;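 active means inhibition above about 30%, limit read from the data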;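 further: 0% = full FRET control wells and 100% = background wells lacking eIF4GI fragment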
Wee1 degr inh: blocks degradation of human Wee1 kinase | P30291 | 220,000 compounds, 1.2% hits | reporter increase, % at 5 µM | HeLa Luc-Wee1K328M stability, luciferase luminescence; 100% = proteasome inhibitor MG132 effect;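 active means activation above the mean of all tested compounds plus 3 SD, set per screening run, cut at about 8.8% in these data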;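 further: cells exposed to compound for 20 h before luminescence read; 0% = DMSO alone and 100% = MG132 at 30 µM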
MDM2 E3 inh: blocks human Mdm2 ubiquitin ligase activity. Q00987. AID 1230. signal enhancement, % at 5 µM. 210,000 compounds, 0.11% hits. cell-based MDM2 ubiquitination luciferase reporter, 2 h; 0 = plate control, 100 = twice control, blank-subtracted;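 active means signal enhancement of 30% or more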;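 further: luminescence tracks abundance of the self-degrading MDM2-luciferase fusion protein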
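Material: stable MDM2–luciferase fusion reporter cells / Quantity: 2000 cells/well / Dosing: single 5 µM compound dose, 0.2% final DMSO / Buffer or medium: DMEM / Schedule: 4 h cell settling then 2 h compound exposure, 37 °C / Detection: luminescence with SteadyLite reagent, 15 min at room temperature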
Rad51 HR inh: Rad51 (human) homologous recombination inhibition; Q06609; hRad51 DNA strand exchange, fluorescence dequenching; inhibition, % at 10 µM; 200,000 compounds, 0.085% hits;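 active means inhibition above 40% at the single screening dose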;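 further: 0% = DMSO control wells and 100% = blanks with heterologous ssDNA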
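material = hRad51 filaments on single-stranded DNA | timing = filaments 15 min 37 °C, then compound 30 min | signal = FRET fluorescence dequenching, excitation 485 nm, emission 520 nm | benchmarks = control wells and blank wells on each plate | evaluation = percent inhibition relative to plate controls and blanks | compound = 10 µM final, single point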
hK5 inh: kallikrein 5 (human) inhibition. recombinant hK5, fluorogenic AMC substrate cleavage. inhibition, % at 5 µM. 210,000 compounds, 0.59% hits. Q9Y337;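 active means inhibition of 40% or more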;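 further: 0% = enzyme controls without compound and 100% = no-enzyme blanks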
Target sequence (Q9Y337 67-293 limits assumed): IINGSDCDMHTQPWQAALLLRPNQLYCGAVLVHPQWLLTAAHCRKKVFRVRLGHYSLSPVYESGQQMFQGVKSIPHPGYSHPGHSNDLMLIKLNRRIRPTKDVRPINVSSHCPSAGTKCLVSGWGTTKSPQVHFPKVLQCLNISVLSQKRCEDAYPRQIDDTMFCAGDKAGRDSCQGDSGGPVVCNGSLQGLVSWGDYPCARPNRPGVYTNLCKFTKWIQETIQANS
FXIa inh: inhibitors of human coagulation factor XIa | 220,000 compounds, 0.14% hits | P03951 | inhibition, % at 5 µM | purified FXIa, Boc-Glu-Ala-Arg-AMC fluorogenic substrate;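 active means inhibition of at least 40%; inactive means inhibition below 40%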;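 further: fluorescence of freed AMC excited at 355 nm; 0% = enzyme without compound and 100% = no enzyme blank; many of its hits are not listed in these tables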
14-3-3 Bad inh: disrupts binding of bovine 14-3-3 zeta to phospho-Bad peptide; P63103; TR-FRET 14-3-3zeta/Dy647-pBad peptide displacement, 1 h; inhibition, % at 21.7 µM; 220,000 compounds, 0.71% hits; AID 781;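 active means inhibition above about 70%, limit read from the data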;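 further: 0% = full 14-3-3 plus peptide FRET controls and 100% = background without 14-3-3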
FXIIa inh 1536: blocks human coagulation factor XIIa protease activity | P00748 | purified FXIIa, Boc-QGR-AMC fluorogenic substrate, 2 h | inhibition, % at 5 µM | 220,000 compounds, 0.3% hits; in the data active means inhibition above about 40%;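 further: 0% = enzyme with no compound and 100% = blank without enzyme; many of its hits are not listed in these tables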
p97 inhibitor: blocks human p97 ATPase activity. P55072. recombinant p97 ATPase, Kinase-Glo ATP luminescence, 3 h. inhibition, % at 8 µM. 220,000 compounds, 0.42% hits; in the data active means inhibition above about 15%;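 further: 0% = DMSO vehicle and 100% = wells lacking enzyme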
Target sequence (P55072 whole entry, looked up): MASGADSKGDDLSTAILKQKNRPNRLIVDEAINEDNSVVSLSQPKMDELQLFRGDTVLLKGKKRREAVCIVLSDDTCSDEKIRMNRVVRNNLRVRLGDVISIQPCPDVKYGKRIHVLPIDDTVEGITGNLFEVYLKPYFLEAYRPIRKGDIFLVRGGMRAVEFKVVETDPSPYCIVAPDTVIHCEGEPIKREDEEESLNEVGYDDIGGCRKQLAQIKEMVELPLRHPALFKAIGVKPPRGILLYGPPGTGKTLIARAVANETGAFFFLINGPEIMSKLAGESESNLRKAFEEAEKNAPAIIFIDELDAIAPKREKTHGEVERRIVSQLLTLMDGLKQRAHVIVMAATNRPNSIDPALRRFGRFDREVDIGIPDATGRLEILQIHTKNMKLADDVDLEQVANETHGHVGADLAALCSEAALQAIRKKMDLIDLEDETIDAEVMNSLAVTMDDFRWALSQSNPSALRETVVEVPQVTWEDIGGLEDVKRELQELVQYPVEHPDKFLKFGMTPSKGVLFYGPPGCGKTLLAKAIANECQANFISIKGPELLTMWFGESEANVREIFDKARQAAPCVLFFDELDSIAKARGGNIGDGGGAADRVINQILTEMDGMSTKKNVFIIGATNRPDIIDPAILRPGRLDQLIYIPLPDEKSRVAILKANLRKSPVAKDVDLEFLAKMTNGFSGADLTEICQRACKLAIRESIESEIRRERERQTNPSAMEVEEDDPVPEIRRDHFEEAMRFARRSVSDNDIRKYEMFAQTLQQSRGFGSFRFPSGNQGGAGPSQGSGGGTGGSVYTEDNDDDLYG
Numbers without * were called inactive; [ ] = another dose, or the depositor's remark.

Results for CCN1C(=O)C(C(=O)NC(C)c2ccccc2)C2CC1(C)Oc1ccccc12 (configuration not stated) ?
eIF4E 4G PPI: -1; Wee1 degr inh: 1; MDM2 E3 inh: -2; hK5 inh: -6; FXIa inh: 9; 14-3-3 Bad inh: 7; FXIIa inh 1536: 17; p97 inhibitor: -2

Results for COc1ccc(NS(=O)(=O)c2ccc3nc(COc4ccc(Cl)c(C)c4)[nH]c3c2)cc1 ?
eIF4E 4G PPI: -2; Wee1 degr inh: 5; MDM2 E3 inh: -4; Rad51 HR inh: 3; hK5 inh: 1; FXIa inh: -2; 14-3-3 Bad inh: -6; FXIIa inh 1536: 10; p97 inhibitor: -4

Results for O=C(O)c1ccc(-n2c(-c3cc(C4CC4)[nH]n3)n[nH]c2=S)cc1 ?
eIF4E 4G PPI: -6; Wee1 degr inh: -1; MDM2 E3 inh: -15; Rad51 HR inh: 13; hK5 inh: 3; FXIa inh: -3; 14-3-3 Bad inh: -5; FXIIa inh 1536: 3; p97 inhibitor: 5

Results for COc1ccc2ccccc2c1/C=N/NC(=O)CC1(C)OCCCO1 ?
eIF4E 4G PPI: 1; Wee1 degr inh: -1; MDM2 E3 inh: -20; Rad51 HR inh: 3; hK5 inh: -6; FXIa inh: 8; 14-3-3 Bad inh: 0; FXIIa inh 1536: 15; p97 inhibitor: 4

What do the screens show for `C/C=C(\C)C(=O)Nc1cccc(C2=NOC3(C2)C[C@H](C(N)=O)N(C(=O)C(c2ccccc2)c2ccccc2)C3)c1` (some centres not stated)?
eIF4E 4G PPI: 1; MDM2 E3 inh: -2; Rad51 HR inh: -2; hK5 inh: -2; FXIa inh: 1; 14-3-3 Bad inh: -1; FXIIa inh 1536: 3

How did CCOC(=O)c1sc2ncnc(NCc3ccco3)c2c1C do in these assays?
eIF4E 4G PPI: -2; Wee1 degr inh: 3; MDM2 E3 inh: 13; Rad51 HR inh: -14; hK5 inh: 10; FXIa inh: 6; 14-3-3 Bad inh: -13; FXIIa inh 1536: 13; p97 inhibitor: -3

What do the screens show for `C/C(=N\Nc1ccc([N+](=O)[O-])cc1[N+](=O)[O-])c1cc2c(ccc3ccccc32)oc1=O`?
eIF4E 4G PPI: -2; Wee1 degr inh: -1; MDM2 E3 inh: 3; hK5 inh: -3; FXIa inh: 0; 14-3-3 Bad inh: 1; FXIIa inh 1536: 4; p97 inhibitor: 4

Results for CC1=CC(=O)C2=C(C)CC[C@@H]3[C@H](OC(=O)[C@H]3C)[C@@H]12 ?
eIF4E 4G PPI: 4; MDM2 E3 inh: -2; Rad51 HR inh: 6; hK5 inh: -1; FXIa inh: -2; 14-3-3 Bad inh: -1; FXIIa inh 1536: 6

What do the screens show for `CO/N=C(\N)c1ccc([N+](=O)[O-])cc1`?
eIF4E 4G PPI: 2; Wee1 degr inh: -3; MDM2 E3 inh: -14; Rad51 HR inh: -15; hK5 inh: -4; FXIa inh: -5; 14-3-3 Bad inh: 0[fluorescence artefact?]; FXIIa inh 1536: 5; p97 inhibitor: 3

Results for CC(C)C(c1nnnn1Cc1ccco1)N1CCN(c2cccc(Cl)c2)CC1 (configuration not stated) ?
eIF4E 4G PPI: -7; Wee1 degr inh: 0; MDM2 E3 inh: -2; hK5 inh: 3; FXIa inh: 1; 14-3-3 Bad inh: -15; FXIIa inh 1536: 11; p97 inhibitor: -4

What do the screens show for `CC1=CC(C)(C)N2C(=O)C(=Nc3ccc(O)cc3)c3cccc1c32`?
eIF4E 4G PPI: -4; Wee1 degr inh: 1; MDM2 E3 inh: 6; Rad51 HR inh: 1; hK5 inh: 6; FXIa inh: 4; 14-3-3 Bad inh: -7; FXIIa inh 1536: 12; p97 inhibitor: 3

Results for CNS(=O)(=O)c1ccc2c(c1)oc(=O)c1cc(S(=O)(=O)NC)ccc12 ?
eIF4E 4G PPI: 1; Wee1 degr inh: 5; MDM2 E3 inh: -5; Rad51 HR inh: -24; hK5 inh: -7; FXIa inh: -5; 14-3-3 Bad inh: -4; FXIIa inh 1536: 5; p97 inhibitor: 3

What do the screens show for `Cc1c(NC(=O)c2c(N)sc3c2CCCC3)c(=O)n(-c2ccccc2)n1C`?
eIF4E 4G PPI: -2; Wee1 degr inh: 1; MDM2 E3 inh: -2; Rad51 HR inh: 3; hK5 inh: -2; FXIa inh: 1; 14-3-3 Bad inh: -15; FXIIa inh 1536: 11; p97 inhibitor: 7

How did CC(C)(C)c1ccccc1NC(=S)NCc1ccccc1 do in these assays?
eIF4E 4G PPI: 0; Wee1 degr inh: -3; MDM2 E3 inh: 2; Rad51 HR inh: -3; hK5 inh: -5; FXIa inh: 8; 14-3-3 Bad inh: -6[fluorescence artefact?]; FXIIa inh 1536: 18; p97 inhibitor: -1

How did CSc1ccc(/C=N/Nc2nc(C)cc(=O)[nH]2)cc1 do in these assays?
eIF4E 4G PPI: 2; Wee1 degr inh: 6; MDM2 E3 inh: -4; Rad51 HR inh: -61; hK5 inh: -3; FXIa inh: -3; 14-3-3 Bad inh: -15; FXIIa inh 1536: 8; p97 inhibitor: -1

How did O=C(COC(=O)Cc1ccc(Cl)cc1)Nc1cc(S(=O)(=O)N2CCOCC2)ccc1N1CCCC1 do in these assays?
eIF4E 4G PPI: 13[fluorescence artefact?]; Wee1 degr inh: -1; MDM2 E3 inh: 2; Rad51 HR inh: -5; hK5 inh: -19; FXIa inh: -7; 14-3-3 Bad inh: -16[fluorescence artefact?]; FXIIa inh 1536: -1; p97 inhibitor: -4

How did O=C(O)c1ccc(S(=O)(=O)c2ccc3c(c2)C(=O)N(NC(=O)c2ccncc2)C3=O)cc1 do in these assays?
eIF4E 4G PPI: 2; Wee1 degr inh: 5; MDM2 E3 inh: -13; Rad51 HR inh: -4; hK5 inh: -1; FXIa inh: -6; 14-3-3 Bad inh: -2; FXIIa inh 1536: -1; p97 inhibitor: 1

How did COCCCNC(=O)CN(c1cc(Cl)ccc1OC)S(=O)(=O)c1ccc(C)c([N+](=O)[O-])c1 do in these assays?
eIF4E 4G PPI: 2; Wee1 degr inh: 8; MDM2 E3 inh: -7; Rad51 HR inh: -2; hK5 inh: 1; FXIa inh: -2; 14-3-3 Bad inh: -6; FXIIa inh 1536: 3; p97 inhibitor: 0

Results for COc1cccc(NC(=O)c2nc3nc(C)cc(C(F)F)n3n2)c1 ?
eIF4E 4G PPI: 2; Wee1 degr inh: -3; MDM2 E3 inh: -16; Rad51 HR inh: -1; hK5 inh: -9; FXIa inh: 5; 14-3-3 Bad inh: -6; FXIIa inh 1536: 14; p97 inhibitor: 5

Results for CC(=O)Nc1cc(C(=O)OCc2cccc([N+](=O)[O-])c2)ccc1C ?
eIF4E 4G PPI: 4; Wee1 degr inh: -1; MDM2 E3 inh: -6; Rad51 HR inh: 1; hK5 inh: -6; FXIa inh: -15; 14-3-3 Bad inh: -16; FXIIa inh 1536: 6; p97 inhibitor: 1

Results for COCC(=O)Nc1cccc(C(F)(F)F)c1 ?
eIF4E 4G PPI: -6; Wee1 degr inh: -2; MDM2 E3 inh: -13; Rad51 HR inh: 5; hK5 inh: 0; FXIa inh: -7; 14-3-3 Bad inh: -11; FXIIa inh 1536: 3; p97 inhibitor: 2

Results for COc1cc(NS(=O)(=O)c2ccc(NC(=O)/C(=C\c3ccccc3OC)NC(=O)c3ccccc3)cc2)nc(OC)n1 ?
eIF4E 4G PPI: 3; Wee1 degr inh: 0; MDM2 E3 inh: 5; Rad51 HR inh: -9; hK5 inh: -1; FXIa inh: -2; 14-3-3 Bad inh: -1; FXIIa inh 1536: 2; p97 inhibitor: 4

How did COC(=O)CN1C(=S)N(c2ccc(F)cc2)C(=O)C1CC(=O)Nc1ccc(F)cc1 (configuration not stated) do in these assays?
eIF4E 4G PPI: -3; Wee1 degr inh: -3; MDM2 E3 inh: -7; hK5 inh: -1; FXIa inh: -6; 14-3-3 Bad inh: 2; FXIIa inh 1536: -3; p97 inhibitor: -6

What do the screens show for `CCOC(=O)C1CCN(S(=O)(=O)c2cccc(-c3cn4cc(C)ccc4n3)c2)CC1`?
eIF4E 4G PPI: 1; Wee1 degr inh: 0; MDM2 E3 inh: -10; Rad51 HR inh: -4; hK5 inh: 1; FXIa inh: 5; 14-3-3 Bad inh: -8; FXIIa inh 1536: 16; p97 inhibitor: 0

What do the screens show for `COc1cccc(C2=NOC(C(=O)Nc3cccnc3Cl)C2)c1` (configuration not stated)?
eIF4E 4G PPI: 3; Wee1 degr inh: -2; MDM2 E3 inh: -8; Rad51 HR inh: -2; hK5 inh: -4; FXIa inh: -4; 14-3-3 Bad inh: 3; FXIIa inh 1536: 1; p97 inhibitor: -5

Results for Cc1ccc(-n2c(C)cc(/C=N/NC(=O)CN(c3ccc(C)cc3C)S(C)(=O)=O)c2C)cc1 ?
eIF4E 4G PPI: -3; Wee1 degr inh: 1; MDM2 E3 inh: -15; Rad51 HR inh: 9; hK5 inh: 42*; FXIa inh: 22; 14-3-3 Bad inh: -25; FXIIa inh 1536: 30; p97 inhibitor: 3

Results for CN(C)c1nc2sc3c(c2c(=O)n1C)CC(C)(C)OC3 ?
eIF4E 4G PPI: 3; Wee1 degr inh: -2; MDM2 E3 inh: -26; Rad51 HR inh: 5; hK5 inh: -20; FXIa inh: -3; 14-3-3 Bad inh: -14[fluorescence artefact?]; FXIIa inh 1536: 8; p97 inhibitor: 4

How did CCN(CC(=O)N1CCc2ccccc2C1)S(=O)(=O)c1ccc2ccccc2c1 do in these assays?
eIF4E 4G PPI: 13; Wee1 degr inh: -3; MDM2 E3 inh: -9; Rad51 HR inh: 6; hK5 inh: -6; FXIa inh: 5; 14-3-3 Bad inh: -7; FXIIa inh 1536: 17; p97 inhibitor: -8

Results for CC1Cc2ccccc2N1c1ncnc(N)c1[N+](=O)[O-] (configuration not stated) ?
eIF4E 4G PPI: 1; Wee1 degr inh: -4; MDM2 E3 inh: -38; Rad51 HR inh: 9; hK5 inh: -8; FXIa inh: -5; 14-3-3 Bad inh: 2; FXIIa inh 1536: -1; p97 inhibitor: 4

Results for CCOC(=O)N1CCc2c(sc(N)c2C#N)C1 ?
eIF4E 4G PPI: -4; Wee1 degr inh: -2; MDM2 E3 inh: -9; Rad51 HR inh: -6; hK5 inh: 9; FXIa inh: -2; 14-3-3 Bad inh: -2; FXIIa inh 1536: 0; p97 inhibitor: 2

How did CCCCn1c(CCNC(=O)c2cccs2)nc2ccccc21 do in these assays?
eIF4E 4G PPI: -11; Wee1 degr inh: -2; MDM2 E3 inh: 12; Rad51 HR inh: 11; hK5 inh: -7; FXIa inh: 4; 14-3-3 Bad inh: -11; FXIIa inh 1536: 13; p97 inhibitor: 0

A draw from above in order of SMILES length, ascending.
Results for CCOC(=O)N1CCc2c(sc(N)c2C#N)C1 ?
eIF4E 4G PPI: -4; Wee1 degr inh: -2; MDM2 E3 inh: -9; Rad51 HR inh: -6; hK5 inh: 9; FXIa inh: -2; 14-3-3 Bad inh: -2; FXIIa inh 1536: 0; p97 inhibitor: 2

How did CCCCn1c(CCNC(=O)c2cccs2)nc2ccccc21 do in these assays?
eIF4E 4G PPI: -11; Wee1 degr inh: -2; MDM2 E3 inh: 12; Rad51 HR inh: 11; hK5 inh: -7; FXIa inh: 4; 14-3-3 Bad inh: -11; FXIIa inh 1536: 13; p97 inhibitor: 0

What do the screens show for `COc1cccc(C2=NOC(C(=O)Nc3cccnc3Cl)C2)c1` (configuration not stated)?
eIF4E 4G PPI: 3; Wee1 degr inh: -2; MDM2 E3 inh: -8; Rad51 HR inh: -2; hK5 inh: -4; FXIa inh: -4; 14-3-3 Bad inh: 3; FXIIa inh 1536: 1; p97 inhibitor: -5
